# XBP1 UPR activ – adaptive UPR (XBP1) activation; CHO-XBP1 luciferase reporter, IRE1-XBP1 UPR activation, luminescence; percent of tunicamycin response, DMSO as zero; activation, % at 20 µM; 330,000 tested, 0.33% active;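 active = versus positive control, 20 µM dose yields 30% or more activation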;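 also: 100% = tunicamycin at 10 µg/mL and 0% = DMSO only wells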
#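 Material: CHO-XBP1 cells stably carrying IRE1-XBP1-driven luciferase reporter | Medium: F12 with 10% serum | Compound dosing: 20 µM single concentration, DMSO 1% | Incubation: Overnight seeding at 37 °C, 6 h compound treatment at 37 °C | Detection: Steady-Glo luminescence read | Read-out basis: % activation of reporter signal versus tunicamycin and DMSO controls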
# 697 NFkB inh – inhibitors of the PMA/ionomycin-induced NF-kB reporter in 697 B cells; 697 B-cell NF-kB luciferase reporter, 16 h; inhibition, % at 4 µM; 330,000 tested, 0.33% active; in the data active = inhibition above about 35%
# Mdm2-MdmX inh – inhibitors of human Mdm2/MdmX interaction. O15151+Q00987. AID 485346. SaOS-2 split-luciferase Mdm2/MdmX complementation, luminescence. inhibition, % at 8 µM. 330,000 tested, 3% active;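 active = inhibition of at least 50% at 8 µM in the primary screen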
# tim23-1 inh – inhibits growth of tim23-1 mutant yeast. inhibition, % at 20 µM. 330,000 tested, 1.3% active. S. cerevisiae tim23-1 growth, BacTiter-Glo luminescence, 24 h;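 active = growth inhibition of the mutant yeast at or above 50%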;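 also: temperature-sensitive mutant grown at 25 °C; plate controls were DMSO-treated mutant yeast for no effect and medium wells lacking yeast for full effect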
# UPR CHOP act – activators of apoptotic arm of unfolded protein response (CHOP) | CHO-CHOP luciferase reporter, UPR activation, luminescence; percent of tunicamycin response over DMSO baseline | activation, % at 10 µM | 330,000 tested, 0.34% active;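 active = at 10 µM dose, activation of 40% or more, normalized to positive control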;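 also: 100% = tunicamycin at 10 µg/mL and 0% = DMSO alone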
#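 System: CHO-CHOP luciferase reporter cell line | Buffer or medium: F12 medium containing 10% fetal bovine serum | Doses: One dose, 10 µM in 0.5% DMSO | Times: 6 h compound exposure at 37 °C after overnight seeding | Signal: Luciferase luminescence | Read-out: % activation vs tunicamycin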
# Jurkat NFkB inh – inhibitors of the PMA/ionomycin-induced NF-kB reporter in Jurkat cells; PMA/ionomycin-induced NF-kB luciferase reporter, luminescence; inhibition, % at 4 µM; 330,000 tested, 0.53% active; in the data active = inhibition above about 50%
# APJ ag – APJ receptor agonism | CHO-K1 APJ PathHunter beta-arrestin, luminescence; 0% DMSO wells, 100% apelin | activation, % at 20 µM | 330,000 tested, 0.11% active;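 active = activation more than six SD over the plate average, tested at 20 µM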;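 also: 0% = DMSO alone and 100% = apelin-13 at 10 nM; some results filed as inactive read as strong as hits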
# Target sequence (P35414 whole entry, looked up): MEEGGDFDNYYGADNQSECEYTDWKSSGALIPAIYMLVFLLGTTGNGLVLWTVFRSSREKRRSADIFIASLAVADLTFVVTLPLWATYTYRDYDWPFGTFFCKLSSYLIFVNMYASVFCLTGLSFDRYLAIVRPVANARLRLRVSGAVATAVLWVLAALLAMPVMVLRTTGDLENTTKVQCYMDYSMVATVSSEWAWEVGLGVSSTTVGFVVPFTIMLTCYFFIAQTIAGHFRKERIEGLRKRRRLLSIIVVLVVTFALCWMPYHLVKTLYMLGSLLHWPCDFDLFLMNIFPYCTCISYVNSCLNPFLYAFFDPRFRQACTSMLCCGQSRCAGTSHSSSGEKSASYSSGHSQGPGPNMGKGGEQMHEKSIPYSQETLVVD
#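 Test system: CHO-K1 APJ beta-arrestin complementation cell line. Amount: cell density 1000 per well. Controls: DMSO negative, 10 nM Apelin-13 positive. Signal: luminescent beta-gal fragment complementation, chemiluminescent substrate. Read-out basis: agonist-driven arrestin binding to APJ. Timing: compound stimulation 90 min at 25 °C, detection 60 min.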
# APJ antagonist – antagonists of human APJ apelin receptor | inhibition, % at 20 µM | CHO-K1 APJ beta-arrestin complementation, luminescence | P35414 | 330,000 tested, 0.32% active;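 active = inhibition above about 40% at 20 µM, limit read from the data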;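 also: cells challenged with 10 nM apelin-13 agonist together with compound; plate controls were apelin-13 plus DMSO wells for no effect and DMSO wells lacking apelin-13 for full effect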
# The depositor's hits bear a star; nt = not tested or not shown. Compounds as they come (roughly 5% active in at least one column).
mol	APJ antagonist	APJ ag	UPR CHOP act	XBP1 UPR activ	Mdm2-MdmX inh	697 NFkB inh	tim23-1 inh	Jurkat NFkB inh
COc1ccc(C2CC(c3ccc(Br)cc3)=NN2C(=O)CSC2=NN3CCCC(=O)N=C3S2)cc1 (centres undefined)	3.0	-4.0	7.4	-6.7	47.2	7.0	37.3	-12.2
Cc1cc(C)cc(NC(=O)CSc2nc(=O)n(CCCN3CCOCC3)c3c2CCCC3)c1	2.2	5.0	-0.1	3.0	1.4	-15.8	17.2	-3.8
Cc1ccc(Cl)cc1NC(=O)COC(=O)CCN1C(=O)C2CC=CCC2C1=O (centres undefined)	-10.3	0.0	-1.5	-2.3	-6.8	-12.7	3.0	-9.9
CC(O)Cn1c(N2CCCC2)nc2c1c(=O)[nH]c(=O)n2C (centres undefined)	-0.3	-0.7	-2.4	0.0	-1.2	-8.1	1.7	-11.0
CCCC(=O)Nc1ccc2c(c1)nc(CN1CCN(C(=O)OCC)CC1)n2CC	1.6	-1.8	3.5	2.5	44.8	-14.9	6.2	32.3
COc1cc(NC(=S)NN2CCN(C)CC2)cc(OC)c1	4.0	0.5	-0.3	0.1	-28.2	-12.9	4.7	-7.6
Cc1oc2c(C)c(O)ccc2c(=O)c1-c1nncn1-c1ccccc1	13.3	-3.7	0.3	2.2	23.1	24.3	-2.3	6.8
C=CCOC(=O)C1=C[C@H](c2cn(C(C)=O)c3ccccc23)C[C@H](OCc2ccc(CO)cc2)O1	2.6	0.0	1.2	-2.1	6.1	-4.8	23.5	12.9
C[C@H](CO)N1C[C@H](C)[C@@H](CN(C)Cc2ccncc2)Oc2c(NC(=O)C3CCCCC3)cccc2C1=O	18.1	-3.0	-1.2	-2.2	16.3	4.9	-5.8	-4.1
CCOC(=O)C(CC(=O)Nc1nc(C(C)=O)c(C)s1)C(C)c1ccccc1 (centres undefined)	0.9	-4.4	-0.1	-2.9	16.2	-25.4	28.9	-2.1
CC(=O)Nc1ccc(NC(=O)CNS(=O)(=O)c2ccc(C)cc2)cc1	4.3	-4.2	-0.1	-2.5	2.6	20.5	-4.3	-10.9
CCOc1cc(/C=C2\SC(=S)N(N3CCOCC3)C2=O)ccc1O	36.0	-4.6	4.1	0.7	33.0	-0.1	10.4	2.0
COc1cc(/C=N/n2cnnc2)ccc1OC(=O)c1ccncc1	0.1	-2.7	1.6	-1.4	3.0	12.1	3.2	10.2
CC(C(=O)N1CCCC1)N1CCN(S(=O)(=O)c2ccc(C(C)(C)C)cc2)CC1 (centres undefined)	-4.3	2.1	0.4	-1.3	-30.1	-2.4	6.7	-6.4
Cc1ccccc1OCc1nnc(SCCN2CCCC2)n1-c1ccccc1	8.9	-1.7	-0.5	0.9	-20.2	-33.5	10.3	-4.7
Nc1scc2c(C(=O)N/N=C/c3ccc(Cl)cc3)nn(-c3ccccc3)c(=O)c12	11.7	-3.0	-0.7	4.8	-24.4	6.1	12.8	-5.3
CC1Cc2ccccc2N1C(=O)CSc1nnc2c(n1)[nH]c1ccc(F)cc12 (centres undefined)	3.9	-0.8	-1.3	1.2	27.4	-8.8	11.7	1.3
COc1ccc(CN2CCN(S(=O)(=O)c3ccccc3)CC2)c(OC)c1	12.9	-0.2	-3.0	0.4	-23.5	-1.1	29.0	14.0
CCc1ccccc1N(CC(=O)NCC1CCCO1)C(=O)CCC(=O)Nc1nccs1 (centres undefined)	-2.1	3.9	0.8	-3.3	-7.8	9.1	6.9	-8.3
NC(=O)c1ccc(-n2nnnc2SCC(=O)Nc2ccccc2-c2ccccc2)cc1	2.5	7.1	-3.3	-3.7	11.5	-13.8	-5.6	9.1
CN(C)c1ccc(NC(=O)C(=O)NCCOc2ccccc2)cc1	10.1	-2.5	-0.8	-0.2	-7.7	12.9	1.5	-4.6
O=C(NCN1CCc2ccccc2C1)c1ccccc1	3.1	-0.3	-2.1	-0.2	8.8	-6.0	0.6	10.3
CSCCOC(=O)c1[nH]c2c(c1C)C(=O)CC(c1ccco1)C2 (centres undefined)	6.6	-2.8	2.1	5.0	33.9	-3.4	12.2	58.5*
O=C(Nc1ccc(Cl)c(C(F)(F)F)c1)[C@@H]1CC=C[C@@H]2CCN(C3CCCCC3)C(=O)[C@@H]21	3.7	-2.0	2.3	1.7	9.8	-10.6	22.8	-52.5
COc1ccc(CCNC(=O)CSc2ccc(-c3ccccc3)nn2)cc1OC	-10.2	-3.9	-2.3	-2.0	5.8	2.8	6.9	-26.0
N#CCCC1CCCC=C1N(Cc1ccccc1)C(=O)C(Cl)Cl (centres undefined)	7.8	2.4	0.9	-0.8	-11.5	-9.5	24.7	8.4
Cc1oc2ccc(O)cc2c1C(=O)c1ccc(F)cc1	-17.0	-1.8	0.9	0.0	7.1	-12.9	24.0	-17.2
N/C(COc1ccc(C(=O)O)cc1)=N\O	9.5	1.2	0.7	-2.9	19.2	16.1	1.2	0.3
CCOCCCNC(=O)C1c2ccccc2C(=O)N2CCc3ccccc3C12 (centres undefined)	1.0	-2.1	-2.3	-1.3	1.7	4.4	9.9	-1.0
C#CCn1c(=NC(=O)c2cc(Cl)sc2Cl)sc2cc(S(N)(=O)=O)ccc21	-0.2	-0.4	2.1	-1.2	5.0	-34.0	30.3	20.4
Cc1ccc(OCCNC(=O)c2ccccc2N)cc1	-11.4	-3.9	0.6	-1.4	14.8	-7.3	-7.3	-4.4
COc1ccc(OC)c(/C=C/c2[nH]c(=O)[nH]c(=O)c2[N+](=O)[O-])c1	14.4	-3.7	2.4	-3.1	26.9	-3.7	2.2	6.4
Nc1ncnc2c1ncn2[C@@H]1O[C@H](CNS(=O)(=O)c2cc3ccccc3s2)[C@@H](O)[C@H]1O	nt	nt	2.3	1.8	12.2	8.6	25.3	nt
COC(C[C@H]1O[C@H]1[C@H](O)[C@H](C)OCc1ccccc1)OC	-0.9	9.4	1.6	-1.2	-4.1	3.3	3.5	18.5
Cc1ccc(NC(=O)c2cc(-c3ccc(C)o3)nc3ccccc23)nc1	32.6	-6.2	1.2	-5.9	-19.0	-39.6	24.7	-21.5
COc1cccc(C(=O)Oc2cc(-c3ccccc3)no2)c1	1.3	-1.5	-0.8	0.9	3.6	-0.6	18.5	0.1
CCOc1ccc(N2C(=O)CNC2=S)cc1	-8.5	-5.4	-1.8	-0.9	-9.6	9.0	4.8	-5.2
Cc1ccc(NC(=O)Cn2c(=O)oc3ccccc32)cc1Cl	-0.4	-3.7	0.8	3.6	9.3	0.9	-3.5	-2.0
C#Cc1ccc([C@H]2C=C(C(=O)Nc3ccccc3)O[C@@H](OCc3ccc(CO)cc3)C2)cc1	-4.4	-4.6	-0.5	-1.4	27.1	12.8	28.2	-16.0
CCOC(=O)c1cccnc1SCC(=O)N(C)c1ccccc1	-3.7	-6.8	-0.4	-1.4	24.2	12.0	32.7	6.8

# Part of the list above, reformatted:
Cc1ccc(NC(=O)c2cc(-c3ccc(C)o3)nc3ccccc23)nc1
  APJ antagonist: 32.6
  APJ ag: -6.2
  UPR CHOP act: 1.2
  XBP1 UPR activ: -5.9
  Mdm2-MdmX inh: -19.0
  697 NFkB inh: -39.6
  tim23-1 inh: 24.7
  Jurkat NFkB inh: -21.5
COc1cccc(C(=O)Oc2cc(-c3ccccc3)no2)c1
  APJ antagonist: 1.3
  APJ ag: -1.5
  UPR CHOP act: -0.8
  XBP1 UPR activ: 0.9
  Mdm2-MdmX inh: 3.6
  697 NFkB inh: -0.6
  tim23-1 inh: 18.5
  Jurkat NFkB inh: 0.1
CCOc1ccc(N2C(=O)CNC2=S)cc1
  APJ antagonist: -8.5
  APJ ag: -5.4
  UPR CHOP act: -1.8
  XBP1 UPR activ: -0.9
  Mdm2-MdmX inh: -9.6
  697 NFkB inh: 9.0
  tim23-1 inh: 4.8
  Jurkat NFkB inh: -5.2
Cc1ccc(NC(=O)Cn2c(=O)oc3ccccc32)cc1Cl
  APJ antagonist: -0.4
  APJ ag: -3.7
  UPR CHOP act: 0.8
  XBP1 UPR activ: 3.6
  Mdm2-MdmX inh: 9.3
  697 NFkB inh: 0.9
  tim23-1 inh: -3.5
  Jurkat NFkB inh: -2.0

# Next structures follow:
mol	APJ antagonist	APJ ag	UPR CHOP act	XBP1 UPR activ	Mdm2-MdmX inh	697 NFkB inh	tim23-1 inh	Jurkat NFkB inh
Cc1ccc(C)c(N2C(=O)c3ccc(C(=O)OCC(=O)c4c(N)n(C)c(=O)n(C)c4=O)cc3C2=O)c1	-16.3	1.2	-0.7	2.8	3.6	-5.9	6.3	3.7
O=C(COc1ccc(-c2ccccc2)cc1)N1CCN(C(=O)c2cccnc2)CC1	3.2	-0.3	1.8	-2.4	31.2	-7.9	-4.1	8.6
Cc1ccc(C(C(=O)NC2CCCC2)N(CCCO)C(=O)Cn2nnc(-c3ccc(C)o3)n2)cc1 (centres undefined)	-23.5	0.0	1.6	5.6	-12.1	-19.5	9.0	-65.7
CC(C)(C)N1C(=O)c2ccc(C(=O)O)cc2C1=O	-6.0	-2.8	-3.2	-0.1	-9.4	-36.5	25.2	-27.2
CC(C)(C)NC(=O)NC(=O)C[n+]1ccc(Cc2ccc([N+](=O)[O-])cc2)cc1	-38.3	4.5	-0.8	-3.2	23.6	14.9	15.0	11.2
CCOc1cccc(N(C(=O)CCC(=O)Nc2cc(C)on2)C(C(=O)NC(C)(C)C)c2ccc(OC)cc2)c1 (centres undefined)	9.7	-3.7	1.0	-0.5	6.9	9.8	12.1	-17.3
O=C(NCC1COc2ccccc2O1)c1cccs1 (centres undefined)	2.5	-0.7	4.0	4.2	-23.0	-23.2	16.5	-31.3
CC(OC(=O)c1cc(S(=O)(=O)N(C)C)ccc1N1CCCC1)C(=O)NCc1ccccc1 (centres undefined)	4.9	-3.4	0.4	-5.0	14.8	-6.0	14.8	3.1
CCOC(=O)C1Oc2ccccc2C(c2cccc3ccccc23)=C1C(=O)OC (centres undefined)	nt	nt	1.7	-2.4	30.1	-2.7	45.6	nt
Cc1ccc(NC(=O)COC(=O)Cn2ccc(=O)[nH]c2=O)cc1C	1.0	-2.8	3.1	4.9	22.7	-7.9	-5.5	5.9
CCCn1cc(SCC(=O)Nc2nnc(C)s2)c2ccccc21	5.5	-5.3	-0.2	-1.6	16.6	-9.3	-4.4	-16.4
Oc1ccc(/C=N/Nc2ncc(Cl)cc2Cl)cc1	-10.4	-0.1	6.6	1.0	-51.0	-58.4	25.5	-88.8
CN1C(=O)S/C(=C/c2ccccc2OCc2ccc(C(=O)O)cc2)C1=O	-4.0	-3.5	0.2	-2.7	0.1	1.2	14.5	7.5
N#CC1=C(N)Oc2c(oc(CO)cc2=O)C1c1cccs1 (centres undefined)	4.1	-3.2	-0.1	0.3	22.1	9.0	14.7	-8.8
O=C(NCCN1CCN(c2ccccc2)CC1)c1cccc(Br)c1	-11.6	-2.1	-3.5	-2.7	38.7	-7.3	19.8	1.9
O=c1cc(C(F)(F)F)[nH]c(=S)n1-c1ccccc1	-4.4	-0.7	1.7	-3.3	10.2	14.4	9.2	-2.6

# Bioassay records (PubChem BioAssay)
